Screening data: PubChem, several laboratories
OPRM1-OPRD1 inv = inverse agonist of human OPRM1-OPRD1 heterodimerization. P35372+P41143. cell-based MOR-DOR heterodimer luminescence, inverse agonism. inhibition, % at 9.3 µM. 340,000 compounds, 0.21% hits. AID 504357; in the data active = inhibition above about 22%, passing the limit was not always enough;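 note: 0% = cells with DMSO and 100% = wells without cells with DMSO; values of inactives mirror those of a sister screen read the other way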
Target sequence (P35372 whole entry, looked up): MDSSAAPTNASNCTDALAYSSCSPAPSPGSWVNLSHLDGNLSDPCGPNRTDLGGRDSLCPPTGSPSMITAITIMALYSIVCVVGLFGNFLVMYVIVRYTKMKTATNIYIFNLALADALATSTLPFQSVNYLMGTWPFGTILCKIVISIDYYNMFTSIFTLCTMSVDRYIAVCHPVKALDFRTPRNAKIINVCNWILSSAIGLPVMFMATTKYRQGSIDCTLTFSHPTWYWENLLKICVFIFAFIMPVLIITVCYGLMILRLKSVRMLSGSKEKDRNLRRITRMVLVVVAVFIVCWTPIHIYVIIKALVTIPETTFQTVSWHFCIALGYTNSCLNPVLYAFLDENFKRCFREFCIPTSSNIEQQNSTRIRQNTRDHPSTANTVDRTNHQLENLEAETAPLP
Target sequence (P41143 whole entry, looked up): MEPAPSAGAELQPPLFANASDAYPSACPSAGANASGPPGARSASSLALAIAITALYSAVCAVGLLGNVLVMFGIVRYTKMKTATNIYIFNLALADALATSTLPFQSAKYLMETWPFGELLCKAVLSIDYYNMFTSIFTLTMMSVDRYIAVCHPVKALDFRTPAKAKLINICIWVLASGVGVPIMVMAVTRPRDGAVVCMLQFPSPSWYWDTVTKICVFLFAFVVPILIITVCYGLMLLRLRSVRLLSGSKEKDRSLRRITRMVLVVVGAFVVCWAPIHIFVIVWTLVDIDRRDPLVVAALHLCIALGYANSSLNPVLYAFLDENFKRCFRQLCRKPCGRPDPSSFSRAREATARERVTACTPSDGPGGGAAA
E coli growth = bacterial growth inhibition, counter-screen for AddAB inhibitors; E. coli V3065 growth, OD600 absorbance, 18 h; inhibition, % at 11.9 µM; 330,000 compounds, 0.27% hits;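 active = inhibition above the campaign's mean inhibition across all tested compounds plus 3 SD, cut at about 9.9% in these data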;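 note: uninfected addAB+ strain grown without phage in ampicillin broth; 0% = DMSO wells and 100% = ciprofloxacin 0.95 µg/ml wells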
PKA-R1A act = activators of PKA-R1A complex | PKA-R1A dissociation, Cy5-IP20 fluorescence polarization; scaled: DMSO 0%, 113 µM cGMP 100% | activation, % at 11.4 µM | 340,000 compounds, 0.083% hits | AID 504707;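 active = percent activation above the mean of all tested compounds plus 3 SD, cut at about 19% in these data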;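 note: higher means more PKAc released from R1A so a rise in polarization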
Pemphigus Ab inh = blocks pemphigus antibody binding to human desmoglein-3 | 310,000 compounds, 0.48% hits | binding (percent of control), % at 10 µM | P32926 | DSG3-coupled beads, scFv-anti-DSG3-GFP binding, flow cytometry; active compounds read low;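 active = binding more than 3 SD below its plate's average and above zero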;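 note: hits lower antibody fragment binding to DSG3; some compounds called inactive have numbers as strong as hits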
MOR-DOR ag = agonists of human mu-delta opioid receptor heterodimerization. activation, % at 9.3 µM. 340,000 compounds, 0.3% hits. P35372+P41143. cells, OPRM1-OPRD1 heterodimerization, luminescence. AID 504326; in the data active = activation above about 18%;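 note: 0% = vehicle-treated cells and 100% = reference agonist; values of inactives mirror those of a sister screen read the other way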
HTR5A ag ctr = HTR5A agonism, opioid heterodimer counter-screen; P47898; HTR5A agonist assay, luminescence, cell-based; AID 504692; 340,000 compounds, 0.61% hits; activation, % at 9.3 µM; in the data active = activation mostly above about 9.5%, no sharp cut-off; inactive = mostly below about 7.6%;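 note: 0% = cells with vehicle only and 100% = reference agonist; strong numbers were not always called active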
HTR5A inv ctr = counter-screen for OPRM1-OPRD1 inverse agonists: human HTR5A inverse agonism; HTR5A cell line, luminescence; 340,000 compounds, 0.083% hits; inhibition, % at 9.3 µM; in the data active = inhibition mostly above about 23%, no sharp cut-off; inactive = mostly below about 18%;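 note: 0% = cells with DMSO and 100% = no-cell wells with DMSO; some compounds called inactive have numbers as strong as hits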
phage Ecoli inh = E. coli growth loss with phage present; growth absorbance; 360,000 compounds, 0.26% hits; inhibition, % at 11.9 µM; in the data active = inhibition above about 11%
Mot1-301 SUMO = blocks SUMOylation pathway, rescuing yeast Mot1-301 growth. S. cerevisiae Mot1-301 growth rescue, ATP luminescence, 38.5C; percent above DMSO median, 100 means doubled. growth rescue, % at 18.8 µM. 320,000 compounds, 1% hits;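 active = every valid replicate shows activation above 250% relative to neutral control wells; inactive = the rest, any valid replicate at or below 250%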;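 note: OY570 slx delta 5 strain wells were the positive control but not used for scaling; some compounds called inactive have numbers as strong as hits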
AddAB inh = less growth of phage-infected E. coli with AddAB; E. coli expressing H. pylori AddAB, absorbance growth; inhibition, % at 11.9 µM; 330,000 compounds, 0.29% hits; in the data active = inhibition above about 12%;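 note: 0% = vehicle wells of infected cells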
PfHsp90 set2 = inhibits growth of yeast expressing Plasmodium falciparum Hsp90. S. cerevisiae expressing PfHsp90, BacTiter-Glo ATP, 48 h; yeast lacking PDR1 and PDR3 efflux regulators. inhibition, % at 9.4 µM. 310,000 compounds, 0.32% hits. AID 504621;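 active = every replicate shows inhibition above about 80%, whatever the replicate mean, limit read from the data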;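 note: 0% = DMSO neutral controls and 100% = 20 µM radicicol positive controls; yeast relying on Plasmodium falciparum Hsp90 in place of its own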
Starred values were filed as active, the others as inactive; i = inactive; x = no result given.

entry	SMILES	MOR-DOR ag	HTR5A inv ctr	PKA-R1A act	HTR5A ag ctr	Mot1-301 SUMO	PfHsp90 set2	AddAB inh	OPRM1-OPRD1 inv	Pemphigus Ab inh	phage Ecoli inh	E coli growth
1	CCN(CC)C(=O)C1CCCN(Cc2ccc(OC)c(C)c2)C1 (stereo unspecified)	-3.3	-5	-7	-3	-15	6	-0.5	16	82	0.1	-3.0
2	CCC1CCCCN1CCCNC(=O)C1CCC(=O)N1Cc1ccc(C)cc1 (stereo unspecified)	-2.4	-14	4	5	-14	-9	0.7	13	114	0.7	0.7
3	COc1ccc(NC(=O)C(=O)N/N=C(\C)CC(=O)Nc2ccccn2)c(OC)c1	-4.3	3	4	4	-11	18	1.4	21	x	-2.2	1.3
4	COc1ccc(CCNC(=O)c2ccc(=O)[nH]c2)cc1OC	-3.0	-9	0	2	3	-13	1.1	13	104	0.2	0.2
5	CCCNC(=O)CCc1c(C)nc2nc(C)nn2c1C	-1.3	-4	2	0	19	7	1.5	8	85	1.8	1.6
6	Cc1nnc(-c2ccc(Cl)cc2)nc1NCCN(C)C	-1.0	7	-5	-1	266	45	0.7	5	82	4.4	0.1
7	O=C(COC(=O)C1=Cc2ccccc2OC1)NCc1ccc(F)cc1	-0.2	-3	-13	1	x	-8	x	1	100	x	x
8	Cn1cc(Br)c(NS(=O)(=O)c2ccc(Cl)s2)n1	-0.6	20	-1	4	0	4	0.5	3	103	3.0	-0.2
9	Cc1cc(NC(=O)c2ccc(COc3ccc(Cl)c(C)c3)o2)no1	2.0	1	11	0	5	-18	1.8	-10	103	1.0	0.2
10	Cc1ccccc1-c1n[nH]c(=S)n1/N=C/C=C/c1ccco1	0.3	24	-4	0	-4	-8	0.5	-2	96	1.4	-1.3
11	O=C(CCCCCN1C(=O)c2cccc3cccc(c23)C1=O)NCc1cccnc1	x	x	x	x	8	x	2.9	x	104	1.3	-0.2
12	CCN(CC)S(=O)(=O)c1cc(NC(=O)CCCOc2ccc(C(C)=O)cc2)ccc1C	-0.4	-10	-1	1	216	9	0.0	2	107	0.6	-1.7
13	COc1cc2nc(Cl)nc(N3CCOCC3)c2cc1OC	-2.5	12	-5	-4	-4	-14	0.2	14	98	2.8	1.3
14	CC1(C)CC(N(Cc2cccs2)C(=O)c2ccco2)CCO1 (stereo unspecified)	-1.3	-3	-3	-1	10	-9	2.9	5	99	-0.2	1.2
15	CC(=O)N1c2ccc(S(=O)(=O)NCC3CCC(C(=O)Nc4ccc(C)cn4)CC3)cc2CC1C (stereo unspecified)	-1.3	-3	-14	3	9	-80	2.7	7	x	-0.3	-2.2
16	Cc1cccc(C(=O)N/N=C/c2ccc3c(c2)OCO3)n1	0.4	3	-7	-3	41	13	4.0	-3	x	2.6	2.3
17	CCCOc1ccc(N2CC(C(=O)Nc3ccc(N4CCOCC4)cc3)CC2=O)cc1 (stereo unspecified)	-0.5	-11	10	4	98	-5	-0.1	3	112	3.6	-0.2
18	O=C(c1cccs1)N1CCN(c2ncc(C(F)(F)F)cc2Cl)CC1	2.3	2	5	0	i	4	2.1	-12	116	0.6	2.3
19	CCOC(=O)c1ccc(N2C(=O)c3n[nH]c(C)c3C2c2ccc(O)cc2)cc1 (stereo unspecified)	-3.4	-8	-10	-4	-18	x	-0.2	18	101	1.6	-1.1
20	O=C(CSc1n[nH]c(=O)n1Cc1ccccc1)Nc1ccc(N2CCOCC2)cc1	-1.3	8	5	-3	x	x	x	8	101	1.5	x
21	CN(C)CCOc1ccc(-c2c(-c3ccsc3)sc3ccccc23)cc1	5.2	-28	-5	9	-19	24	-1.2	-28	103	2.3	-1.6
22	Cc1ccc(NC(=O)CCC(=O)c2cccs2)c(Br)c1	-0.7	-1	-9	10	-9	14	0.7	4	x	0.2	1.8
23	CCOc1ccccc1C(=O)N[C@H](C(=O)Nc1ccc(OC)c(S(=O)(=O)N2CCOCC2)c1)C(C)C	-1.6	13	1	-1	1	3	-0.7	8	106	-0.6	-1.5
24	CCn1c2ccccc2c2cc(NC(=O)CSc3nnc(-c4cccc(C)c4)o3)ccc21	-1.9	-20	-5	8	x	-17	-0.3	9	110	2.9	2.0
25	CCc1cc2c(NCC3CCCO3)nc(C)nc2s1 (stereo unspecified)	-1.5	-13	2	-2	-4	10	3.5	8	96	2.3	2.0
26	O=C(CN1CCCCCC1)N/N=C/c1cccc(Cl)c1Cl	-0.8	4	6	2	12	-23	0.5	4	101	-0.5	-2.2
27	CC(C)(C)NC(=O)CN(C(=O)CS(=O)CC(=O)Nc1ccc(F)cc1)c1ccc2c(c1)OCCO2 (stereo unspecified)	-0.8	-11	2	-3	1	-35	2.8	4	109	2.3	2.5
28	Cc1ccc(O)c(CNc2cccc(C)n2)c1	-2.1	-14	5	-1	x	-10	x	11	110	-1.5	x
29	Cc1ccccc1CSCC(Nc1ccc(C(=O)O)cc1[N+](=O)[O-])C(=O)O (stereo unspecified)	-1.0	9	-10	-1	9	-17	0.8	6	97	-1.1	1.2
30	CCCCc1nc(C(N)=O)c2[nH]c(=O)n(-c3ccccc3F)c2n1	-3.9	-8	-19	1	2	14	1.5	20	98	x	-0.3
31	Cc1cc(C(=O)Nc2c(F)c(F)c(F)c(F)c2F)n(-c2ccccc2)n1	-2.6	-6	-14	-1	-19	22	-1.4	16	84	1.7	1.4
32	CCCn1c(SCC(=O)c2cc(C)ccc2C)n[nH]c1=O	-3.6	-5	-5	2	1	-44	-2.2	19	105	2.1	0.7
33	Cc1ccc(N2CN(Cc3ccco3)CNC2=S)cc1	-2.1	14	-5	0	-15	-1	0.2	11	106	3.2	0.8
34	CCC1CCC(N2CCN(c3cccc(OC)c3)CC2)CC1 (stereo unspecified)	1.2	5	-5	2	-22	27	x	-6	106	5.5	x
35	CCC(C(=O)O/N=C(\N)c1ccccc1)c1ccccc1 (stereo unspecified)	0.3	-14	-3	1	x	-31	3.2	-2	98	0.9	4.0
36	S=C(Nc1ccccc1)Nc1ccc2ccccc2c1	4.0	-13	3	4	x	x	x	-21	94	-0.4	x
37	Cc1onc(-c2ccccc2)c1C(=O)OCc1nnc(-c2ccc([N+](=O)[O-])cc2)o1	0.7	-20	-9	7	4	-13	2.1	-3	106	1.6	2.8
38	CN1CCN(CCc2nc3cc(NC(=O)c4ccco4)ccc3n2C)CC1	-0.8	5	6	4	-10	2	-0.9	4	102	2.5	-3.0
39	Cn1c(=O)c2c(SCc3cccnc3)nc(C3CC3)nc2n(C)c1=O	-1.6	-18	3	6	303	0	-0.8	9	105	1.5	2.0
40	O=C(NC1CCN(C(=O)Nc2cccc(Cl)c2)CC1)c1ccccc1	-1.3	13	8	-1	-18	-11	2.2	8	104	2.5	0.1
41	CCOC(=O)C1CCCCN1Cc1ccc(OC)c(OC)c1OC (stereo unspecified)	0.4	0	6	0	5	-14	1.6	-2	94	1.9	0.2
42	O=C(Nc1ccccc1C(=O)O)c1ccccc1	0.0	-11	4	-3	-6	-18	3.6	0	108	1.2	3.7
43	CCOC(=O)C1=C(N)n2c(s/c(=C\c3ccncc3)c2=O)=C(C(=O)OCC)C1c1ccncc1 (stereo unspecified)	x	x	x	x	-1	12	1.9	x	102	4.1	-0.6
44	N#Cc1cccc(NC(=O)CC2CCCC2)c1	-0.1	-11	10	4	8	-24	-0.5	1	116	0.5	-0.3
45	COc1ccc(OC)c(-c2csc(N(CC3CCCO3)C(=O)C3CCCCC3)n2)c1 (stereo unspecified)	1.5	-22	-1	2	3	-14	1.9	-8	110	0.1	2.0

2 entries from above in another layout.
39. Cn1c(=O)c2c(SCc3cccnc3)nc(C3CC3)nc2n(C)c1=O
40. O=C(NC1CCN(C(=O)Nc2cccc(Cl)c2)CC1)c1ccccc1
Assay by compound,39,40
MOR-DOR ag,-1.6,-1.3
HTR5A inv ctr,-18,13
PKA-R1A act,3,8
HTR5A ag ctr,6,-1
Mot1-301 SUMO,303,-18
PfHsp90 set2,0,-11
AddAB inh,-0.8,2.2
OPRM1-OPRD1 inv,9,8
Pemphigus Ab inh,105,104
phage Ecoli inh,1.5,2.5
E coli growth,2.0,0.1

Carrying on:
entry	SMILES	MOR-DOR ag	HTR5A inv ctr	PKA-R1A act	HTR5A ag ctr	Mot1-301 SUMO	PfHsp90 set2	AddAB inh	OPRM1-OPRD1 inv	Pemphigus Ab inh	phage Ecoli inh	E coli growth
46	Fc1cccc(CCN2C(=S)NC[C@@H]2Cc2ccccc2)c1	-1.8	-31	-6	10	0	-6	2.8	11	92	0.9	2.8
47	CCCCNS(=O)(=O)c1ccc(S(=O)(=O)N2CCC3(CC2)OCCO3)cc1	0.1	-33	-5	-1	-11	13	-1.6	-1	87	5.3	-1.1
48	CC(OC(=O)c1ccc([N+](=O)[O-])o1)C(=O)Nc1nc(-c2ccc(F)c(F)c2)cs1 (stereo unspecified)	8.9	-17	-12	8	x	-30	x	-57	108	5.7	x
49	COc1ccc(Cl)cc1NC(=O)CN(C)C(=O)Cn1[nH]c(=O)c2ccccc2c1=O	-2.7	9	2	-3	51	-1	-0.9	11	x	2.7	-2.6
50	Cc1ccc(OCC(=O)NCc2ccco2)c([N+](=O)[O-])n1	-1.4	-5	-8	2	3	3	6.6	6	x	2.0	7.9
51	O=C(CN1CCc2ccccc2C1)Nc1cc(S(=O)(=O)N2CCOCC2)ccc1N1CCCC1	-3.4	-7	-17	1	7	4	-1.0	17	106	2.6	-4.2
52	COc1cc(/C=C/C(=O)OCC(=O)N2CC3(C)CC2CC(C)(C)C3)ccc1O (stereo unspecified)	-1.9	12	-1	11	-20	20	1.0	9	88	2.0	-0.4
53	COc1ccccc1N1CCN(C(=O)c2ccccc2SCC(=O)N2CCCC2)CC1	1.3	0	-4	3	x	-12	x	-8	106	2.6	x
